Menin MLL FP TR = qHTS Assay for Inhibitors Targeting the Menin-MLL Interaction in MLL Related Leukemias: Competition With Texas Red Labeled MLL-derived Mutant Peptide; Potency, µM (doses to about 61.6 µM), for inactives: top-dose FP activity change, negative = inhibition, actives largely listed as inhibitors; O00255; Menin + Texas Red MLL mutant peptide, fluorescence polarization; 270,000 tested, 0.23% active; active = well fitted inhibition curve with a large enough effect in the polarisation, with a control signal flat, not every such curve was filed as active; inconclusive = small, poorly fitted or top-dose-only effect, or effect the other way, or a change in a side signal; inactive = no such curve, though single readings can be large or run the other way; the % refers to the polarisation; note: potency is the fitted concentration of half-maximal effect; % of control where 0% means no effect; many of its hits are not listed in these tables
Rab9 promoter act = qHTS Assay for Rab9 Promoter Activators | Huh7 Rab9 promoter-luciferase reporter, luminescence, 24 h | 320,000 tested, 2.8% active | Potency, µM (series often up to 9.22 µM), for inactives: at the highest dose activation, negative = inhibition, most hits filed as activators; note: potency is the fitted concentration of half-maximal effect; % of control where 0% means no effect; nearly all actives have a fitted effect of over 60% in size
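Rab9 promoter-driven luciferase in stably transfected Huh7 cells; 1500 cells/well rested 2 h, exposed to compound in DMSO for 24 h at 37 °C, 5% CO2. Luminescence read 10 min after adding luciferase reagent at ambient temperature.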
FLuc counter = qHTS profiling assay for firefly luciferase inhibitor/activator using purifed enzyme and Km concentrations of substrates (counterscreen for miR-21 project) | AID 588342, 2011 | purified FLuc, Km substrates, luminescence inhibition | Potency, µM (series often up to 57.5 µM), inactives show at the highest dose activity change, negative = inhibition, actives largely listed as inhibitors | 360,000 tested, 6.9% active;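 note: potency is the fitted concentration of half-maximal effect; plate controls were vehicle for no effect and reference inhibitor for full effect; nearly all actives have a fitted effect of over 55% in size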
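Purified P. pyralis luciferase, 10 nM final, with Km-level 10 uM D-luciferin and 10 uM ATP in 50 mM Tris acetate pH 7.5, 10 mM Mg acetate, 0.01% Tween-20, 0.05% BSA; 6-point qHTS titration about 60 µM downward; luminescence read.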
BRCA1 expr up = qHTS Assay to Identify Small Molecule Activators of BRCA1 Expression; MCF7-BRCA1-FFLuc reporter, luminescence, 48 h; response scale: scaled: vehicle 0%, 10 µM genistein 100%; Potency, µM (highest dose often 46.1 µM), inactives show at the top dose activation, usual class: activators; 380,000 tested, 1.1% active; AID 624202, 2012; note: potency is the fitted concentration of half-maximal effect; nearly all actives have a fitted effect of over 80% in size; some results filed as inactive show a strong effect at the top dose
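Luminescence from a BRCA1-driven firefly luciferase in MCF7 cells was the read-out, taken 15 min after substrate addition following 48 h compound exposure at 37 °C. Data were normalized to a 10 microM genistein control and DMSO vehicle.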
ELG1 genotoxic = qHTS screen for small molecules that induce genotoxicity in human embryonic kidney (HEK293T) cells expressing luciferase-tagged ELG1. HEK293T ELG1-luciferase reporter, luminescence, 16 h. 330,000 tested, 1.3% active. Potency, µM (top dose mostly 46 µM), without a hit: top-dose activity change, positive = activation, most hits filed as activators; note: potency is the fitted concentration of half-maximal effect; % of control where 0% means no effect; nearly all actives have a fitted effect of over 60% in size
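ELG1-luciferase HEK293T cells, 2,000/well; compound pinned in; 16 hr, 37 °C, 5% CO2; ONE-Glo, 30 min RT; luminescence on CCD imager.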
NPC1 promoter act = qHTS Assay for NPC1 Promoter Activators | Potency, µM (highest dose often 9.22 µM), for inactives: at the highest dose activation, usual class: activators | 320,000 tested, 2.4% active | Huh7 NPC1 promoter luciferase reporter, 24 h;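 note: potency is the fitted concentration of half-maximal effect; % of control where 0% means no effect; nearly all actives have a fitted effect of over 60% in size; reporter is driven by a mutant NPC1 promoter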
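NPC1 promoter–luciferase Huh7 cells; 24 h compound; luminescence.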
VP16 counter = VP16 counterscreen qHTS for inhibitors of ROR gamma transcriptional activity; AID 2546, 2010; Drosophila S2 Gal4-VP16 UAS-luciferase, luminescence, 20 h; Potency, µM (titrated, usually from 53.6 µM), for the others: at the highest dose activity, negative = inhibition, most hits filed as inhibitors; 310,000 tested, 3.5% active;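 note: Gal4-VP16 expression switched on by copper sulfate through the metallothionein promoter; potency is the fitted concentration of half-maximal effect; % is set by controls: 0 for no effect and ±100 for the full control effect; nearly all actives have a fitted effect of over 50% in size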
RORgamma inh = qHTS for inhibitors of ROR gamma transcriptional activity; Potency, µM (doses to about 53.6 µM), inactives show top-dose activity change, negative = inhibition, most hits filed as inhibitors; AID 2551, 2010; Nuclear receptor ROR-gamma (Mus musculus), P51450; 310,000 tested, 5.4% active; Drosophila S2 Gal4-RORgamma UAS-luciferase reporter, 20 h; note: potency is the fitted concentration of half-maximal effect; % is set by controls: 0 for no effect and ±100 for the full control effect; nearly all actives have a fitted effect of over 60% in size
Target sequence (P51450 whole entry, looked up, the tested form may be a part): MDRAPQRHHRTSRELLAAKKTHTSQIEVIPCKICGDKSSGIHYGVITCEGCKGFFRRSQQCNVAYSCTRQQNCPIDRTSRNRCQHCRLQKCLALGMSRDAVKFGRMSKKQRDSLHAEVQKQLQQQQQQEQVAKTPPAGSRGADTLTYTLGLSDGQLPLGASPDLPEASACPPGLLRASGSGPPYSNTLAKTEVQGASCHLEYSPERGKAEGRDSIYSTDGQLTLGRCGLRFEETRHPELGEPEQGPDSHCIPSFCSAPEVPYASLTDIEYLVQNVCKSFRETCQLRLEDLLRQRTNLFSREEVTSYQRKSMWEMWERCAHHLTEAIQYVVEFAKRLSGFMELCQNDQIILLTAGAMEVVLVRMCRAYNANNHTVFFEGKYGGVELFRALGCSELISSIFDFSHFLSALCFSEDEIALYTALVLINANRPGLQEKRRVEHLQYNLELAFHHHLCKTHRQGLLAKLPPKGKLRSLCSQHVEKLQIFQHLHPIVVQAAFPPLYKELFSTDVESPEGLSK
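In this cell-based reporter format, copper sulfate (700 uM final) drives Gal4–ROR gamma fusion expression from a metallothionein promoter in Drosophila Schneider cells; compounds preincubated 1 hr, reporter read after 20 hr at ambient temperature.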
PKM2 act = qHTS Assay for Activators of Human Muscle isoform 2 Pyruvate Kinase; 260,000 tested, 0.34% active; Potency, µM (top dose mostly 57.5 µM), inactives show at the highest dose activation, hits mostly activators; AID 1631, 2009; purified PKM2, Kinase-Glo ATP luminescence, activation; response scale: 0% is enzyme alone, no compound; Pyruvate kinase PKM (Homo sapiens), P14618; note: potency is the fitted concentration of half-maximal effect; % is set by controls: 0 for no effect and ±100 for the full control effect; nearly all actives have a fitted effect of over 55% in size
Target sequence (P14618 whole entry, looked up, canonical isoform): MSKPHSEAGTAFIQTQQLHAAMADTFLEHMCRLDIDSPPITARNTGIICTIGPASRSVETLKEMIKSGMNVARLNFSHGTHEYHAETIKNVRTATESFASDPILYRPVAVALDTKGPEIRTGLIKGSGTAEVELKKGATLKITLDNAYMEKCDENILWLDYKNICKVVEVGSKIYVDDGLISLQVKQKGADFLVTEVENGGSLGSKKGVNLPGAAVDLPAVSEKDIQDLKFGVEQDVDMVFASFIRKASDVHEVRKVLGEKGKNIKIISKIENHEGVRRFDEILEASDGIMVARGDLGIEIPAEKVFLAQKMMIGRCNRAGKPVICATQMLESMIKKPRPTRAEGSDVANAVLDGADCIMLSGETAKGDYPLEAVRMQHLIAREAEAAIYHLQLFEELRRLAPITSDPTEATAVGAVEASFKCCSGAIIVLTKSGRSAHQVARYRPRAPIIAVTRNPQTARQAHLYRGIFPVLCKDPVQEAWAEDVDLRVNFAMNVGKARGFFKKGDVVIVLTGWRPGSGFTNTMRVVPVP
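Purified hPK-M2 (>95% pure) converted ADP (0.1 mM final) to ATP with 0.5 mM PEP in 50 mM imidazole pH7.2, KCl, MgCl2, Tween 20, BSA; 1 h at room temperature. ATP detected by Kinase-Glo luminescence.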
Giardia killer = Small Molecules that selectively kill Giardia lamblia: qHTS; Giardia lamblia trophozoite viability; activity change, % at 7.66 µM, hits read low; 340,000 tested, 0.15% active; AID 540267, 2011; in the data active = activity change below about -80%; inconclusive = between about -30% and that limit;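 note: parasites exposed to compound for two days anaerobically before the ATP read; % is set by controls: 0 for no effect and ±100 for the full control effect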
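ATP-content bioluminescence gauges trophozoite survival. Cells (100/well) receive compound and incubate anaerobically for 48 hrs at 37 deg C; detection reagent follows for 15-30 min at room temperature.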
p53 reactivation = qHTS assay for re-activators of p53 using a Luc reporter; 320,000 tested, 0.063% active; H1299 p53-A138V BP100-luciferase reporter, luminescence, 24 h; Potency, µM (top dose mostly 92.2 µM), without a hit: top-dose activity change, positive = activation, hits mostly activators; note: potency is the fitted concentration of half-maximal effect; % of control where 0% means no effect; nearly all actives have a fitted effect of over 45% in size
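p53-null H1299 cells stably carrying temperature-sensitive p53-A138V and a BP100-luciferase reporter were pinned with compounds (4-point, 1:5 series) and held 24 hrs at 37 deg C. Luminescence was read 10 min after detection reagent.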
Numbers without * were called inactive; ? = inconclusive; nt = no result given; [ ] = another dose, or the depositor's remark. Unless noted, calls come from the whole dose curve; as a rule, active = well fitted curve in the direction sought with a large enough effect; inconclusive = small, poorly fitted or top-dose-only effect, or another doubt; inactive = no such curve, though single readings can be large; an effect the other way counts as inactive or inconclusive. Only part of the results is shown (hit frequency here may not be typical).

entry	structure	Menin MLL FP TR	Rab9 promoter act	FLuc counter	BRCA1 expr up	ELG1 genotoxic	NPC1 promoter act
1	O=C(OC1CCOC1=O)C1CCN(S(=O)(=O)c2c(Cl)cccc2Cl)CC1 (centres undefined)	nt	-5%	-3%	-22%	2%	-4%
2	CC(=O)c1ccc(N2CCC(C)CC2)c(F)c1	-13%	1%	?	21%	6%	-1%
3	Cc1nc2ccc(C(=O)c3ccccc3)cc2[nH]1	-1%	?	?	?	?	24%
4	O=C(CC1NCCNC1=O)Nc1ccc2c(c1)OCCO2 (centres undefined)	-16%	-1%	2%	5%	4%	-3%
5	Cn1[nH]c(C(F)(F)F)cc1=O	2%	19%	-1%	-11%	1%	2%
6	N#Cc1ccc(-c2ccc(OCC(=O)NCC(=O)Nc3ccc(F)c(F)c3F)cc2)cc1	?	-3%	-6%	7%	-2%	0%
7	Cc1ccc(C(=O)C2CCN(CC(=O)Nc3ccccc3C)CC2)cc1	nt	-1%	1%	-22%	-5%	2%
8	COc1ccc(CNC(=O)CSc2nnc3c(n2)[nH]c2ccc(C)cc23)cc1	?	5%	2%	-7%	-1%	-4%
9	Cc1cc(=O)oc2cc(OCC(=O)OCC(=O)NCCc3ccccc3)ccc12	3%	-7%	0%	-1%	0%	-1%
10	CCn1c(SCC(=O)N2CCN(c3ccccc3)CC2)nnc1-c1c[nH]c2ccccc12	6%	-7%	0%	-44%	-10%	-4%
11	O=C(Cc1cccc(NC(=O)C2CCCN(C(=O)C3CC3)C2)c1)Nc1cccc(C(=O)N2CCCC2)c1 (centres undefined)	nt	-3%	14%	-7%	-1%	3%
12	COc1cc(OC)c(C(=O)N2CCCC2)cc1OC	?	-4%	-2%	-27%	-7%	0%
13	C=CCN=C(NC#N)SCc1ccccc1	8%	-6%	4%	-4%	0%	-3%
14	COc1ccc(CNC(=O)[C@H](Cc2ccccc2)NC(=O)C2CCN(C(=O)[C@H](C)N)CC2)cc1	-7%	-11%	3%	-11%	4%	-1%
15	CCN1C(=O)CC(c2ccco2)Sc2ccccc21 (centres undefined)	13%	-11%	-1%	-26%	?	-5%

entry	VP16 counter	RORgamma inh	PKM2 act	Giardia killer	p53 reactivation
1	nt	nt	nt	-23	-11%
2	10%	?	-3%	-4	2%
3	nt	-1%[0.365 µM]	0%	5	?
4	12%	8%	-1%	15	-3%
5	15%	2%	-1%	-2	-2%
6	-22%	-19%	-4%	-15	20%
7	1%	-5%	nt	11	-2%
8	-6%	-27%	-9%	4	3%
9	9%	-4%	-2%	-3	-2%
10	?	?	-2%	-9	-4%
11	nt	nt	nt	8	6%
12	7%	2%	-7%	10	1%
13	3%	19%	2%	19	-1%
14	3%	-22%	0%	7	nt
15	20%	-29%	27%	1	-16%

(further entries)
entry	structure	Menin MLL FP TR	Rab9 promoter act	FLuc counter	BRCA1 expr up	ELG1 genotoxic	NPC1 promoter act
16	Cc1nc(SCC(=O)O)c(C#N)c(C)c1CC(=O)c1ccccc1	7%	-4%	-19%	10%	-3%	-7%
17	COC(=O)c1ccc(-n2nc(C(F)(F)F)c3c2-c2ccoc2CC3)cc1	19%	-7%	0%	0%	-10%	-1%
18	COC(=O)c1cc2n(n1)CCN(Cc1ccccc1Cl)C2=O	13%	-10%	0%	-34%	1%	1%
19	N#Cc1nc(-c2ccc(F)cc2)oc1NCc1ccccc1	-16%	18%	?	-6%	18%	10%
20	CC1CCCCC12NC(=O)N(CC(=O)OCC(=O)c1ccc(OC(F)F)cc1OC(F)F)C2=O (centres undefined)	nt	10%	5%	1%	6%	-1%
21	COc1cc(C(=O)NCC2(c3ccccc3)CCCC2)ccc1OC(C)C	?	-4%	1%	2%	-5%	-1%
22	COc1cc(C2NC(=O)NC(C)=C2C(=O)OCc2ccc(C)cc2)cc(OC)c1OC (centres undefined)	-4%	4%	11%	-24%	1%	-5%
23	CCOC(=O)C1CCN(S(=O)(=O)c2ccc(C(C)(C)C)cc2)CC1	?	-15%	1%	-26%	-5%	-6%
24	Cc1ccc(C23CC4CC(CC(CC(=O)N5CCOCC5)(C4)C2)C3)cc1	9%	-1%	-2%	16%	-3%	1%
25	Cc1ccc2c(c1)C1CN(C)CCC1N2S(=O)(=O)c1cccc(C(F)(F)F)c1 (centres undefined)	nt	-3%	nt	-13%	0%	0%
26	CC(C)(Cc1ccccc1)/[N+]([O-])=C\c1ccc(C(F)(F)F)cc1	nt	-3%	2%	-1%	-1%	-4%
27	CN(c1nc2ccccc2n2c(C3CC3)nnc12)S(=O)(=O)c1ccccc1	nt	-2%	-1%	3%	0%	-4%
28	COc1ccc(C(=O)N(CCc2ccccc2)Cc2ccccc2)c(OC)n1	?	10%	-1%	-20%	-6%	-1%
29	Cc1cccc(-c2ocnc2C(=O)N2CCN(C(=O)c3cccs3)CC2)c1	-5%	-3%	3%	-15%	-4%	-2%
30	O=C(C[n+]1ccc(C(=O)NCc2ccccc2)cc1)c1ccc(OC(F)F)cc1	-9%	-1%	-2%	0%	3%	-3%

entry	VP16 counter	RORgamma inh	PKM2 act	Giardia killer	p53 reactivation
16	-6%	-15%	-1%	-6	-2%
17	-6%	?	-3%	11	-8%
18	1%	0%	18%	0	21%
19	?	-29%	0%	-21	12%
20	-1%	-18%	-4%	-14	23%
21	5%	-1%	nt	-11	-14%
22	0%	?	-2%[11.5 µM]	2	nt
23	-20%	7%	2%	-3	2%
24	2%	18%	9%	3	3%
25	nt	nt	nt	5	1%
26	nt	nt	nt	10	-2%
27	-2%	-5%	5%	3	-2%
28	-1%	14%	nt	-10	-6%
29	3%	6%	nt	-8	-1%
30	2%	0%	-15%	-4	0%

One compound at a time (already shown). Order of values: Menin MLL FP TR, Rab9 promoter act, FLuc counter, BRCA1 expr up, ELG1 genotoxic, NPC1 promoter act, VP16 counter, RORgamma inh, PKM2 act, Giardia killer, p53 reactivation
N#Cc1nc(-c2ccc(F)cc2)oc1NCc1ccccc1 is listed as -16%, 18%, ?, -6%, 18%, 10%, ?, -29%, 0%, -21, 12%
Cc1ccc2c(c1)C1CN(C)CCC1N2S(=O)(=O)c1cccc(C(F)(F)F)c1 (centres undefined) is listed as nt, -3%, nt, -13%, 0%, 0%, nt, nt, nt, 5, 1%

Next section
entry	structure	Menin MLL FP TR	Rab9 promoter act	FLuc counter	BRCA1 expr up	ELG1 genotoxic	NPC1 promoter act
31	c1ccc(CNc2ccc3ccccc3n2)nc1	-3%	?	4.8µM*	?	?	2.2µM*
32	C/C(=N/N=C(\C)c1ccccc1O)c1ccccc1O	1%	15%	?	85%	?	?
33	CCCNC(=O)COc1coc(CN2CCN(c3ccccc3F)CC2)cc1=O	4%	-3%	-1%	20%	-6%[9.26 µM]	-2%
34	CCCCOC(=O)CCc1nc2ccccc2[nH]1	6%	-1%	-3%	3%	5%	-2%
35	CC1CCN(S(=O)(=O)c2cn(CC(=O)N3CCN(C)CC3)c(=O)c3ccccc23)CC1	-3%	-5%	-1%	-7%	-1%	-1%
36	COC(=O)N1C(=O)[C@@](c2ccccc2)(C2CCCCC2)N1C(=O)OC	-3%	-3%	6%	-21%	16%	-3%

entry	VP16 counter	RORgamma inh	PKM2 act	Giardia killer	p53 reactivation
31	?	10µM*	-4%	-1	8%
32	2%	-1%	nt	8	?
33	3%	-6%	nt	2	5%
34	10%	-4%	-4%	-10	3%
35	-5%	-16%	-2%	4	2%
36	-8%	7.9µM*	0%	-8	nt

Source: PubChem (National Center for Advancing Translational Sciences (NCATS))
